High-throughput results (PubChem)
ALDH1A1 block = qHTS Assay for Inhibitors of Aldehyde Dehydrogenase 1 (ALDH1A1); Potency, µM (titrated, usually from 75.3 µM), for the others: at the top dose activity, negative = inhibition, hits mostly inhibitors; Purified ALDH1A1, NADH fluorescence, propionaldehyde substrate; 220,000 compounds, 7.3% hits; Aldehyde dehydrogenase 1A1 (Homo sapiens), P00352; active = well fitted inhibition curve with a large enough effect, not every such curve was filed as active; inconclusive = small, poorly fitted or top-dose-only effect, or another doubt; inactive = no such curve, though single readings can be large or run the other way;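 note: plate controls were no enzyme wells and a reference inhibitor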
Target sequence (P00352 whole entry, looked up): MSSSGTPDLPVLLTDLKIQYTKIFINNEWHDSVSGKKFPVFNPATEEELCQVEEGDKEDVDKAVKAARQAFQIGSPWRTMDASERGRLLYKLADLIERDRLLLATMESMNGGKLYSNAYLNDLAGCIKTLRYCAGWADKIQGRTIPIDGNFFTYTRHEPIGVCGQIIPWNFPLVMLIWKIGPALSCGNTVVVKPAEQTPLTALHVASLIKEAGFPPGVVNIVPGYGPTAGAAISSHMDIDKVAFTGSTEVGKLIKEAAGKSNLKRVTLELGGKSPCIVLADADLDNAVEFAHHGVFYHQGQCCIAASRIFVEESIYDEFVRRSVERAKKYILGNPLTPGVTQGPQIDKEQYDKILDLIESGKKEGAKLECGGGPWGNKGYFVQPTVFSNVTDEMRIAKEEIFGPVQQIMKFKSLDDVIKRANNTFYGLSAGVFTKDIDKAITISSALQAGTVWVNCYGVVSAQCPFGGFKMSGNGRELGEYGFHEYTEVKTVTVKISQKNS
Tau fluor counter = Counterscreen qHTS for Inhibitors of Tau Fibril Formation, Fluorescence Polarization; tau K18 P301L Alexa594 fluorescence, heparin fibrillization; Potency, µM (titrated, usually from 57.7 µM), for inactives: at the highest dose activity change, negative = decrease; 280,000 compounds, 0.93% hits; AID 1463, 2008; note: nearly all actives have a fitted effect of over 55% in size
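Human K18 P301L tau (15 uM unlabeled plus 0.24 uM Alexa 594-labeled, final) in 100 mM sodium acetate pH 7 was mixed with compound and 20 uM heparin and incubated 6 hr at 37 C.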
L3MBTL1 block = qHTS Assay for the Inhibitors of L3MBTL1; AlphaScreen L3MBTL1–H3K9me1 peptide binding; Lethal(3)malignant brain tumor-like protein 1 (Homo sapiens), Q9Y468; 230,000 compounds, 0.66% hits; Potency, µM (titrated, usually from 57.1 µM), without a hit: top-dose activity, negative = inhibition, most hits filed as inhibitors; note: nearly all actives have a fitted effect of over 60% in size
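L3MBTL1 50 nM + b-AHA-H3(1-15)K9me1 75 nM, 30 min RT; compound added, 30 min RT; streptavidin donor/Ni-chelate acceptor beads 10 ug/mL each final, 30 min RT dark; AlphaScreen read.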
Tau ThT inhib = qHTS for Inhibitors of Tau Fibril Formation, Thioflavin T Binding; recombinant tau K18 P301L, heparin-induced fibrillization, ThT fluorescence; Potency, µM (series often up to 57.4 µM), without a hit: top-dose activity, negative = inhibition, hits mostly inhibitors; 270,000 compounds, 2.1% hits; Microtubule-associated protein tau (Homo sapiens), P10636; AID 1460, 2008; note: nearly all actives have a fitted effect of over 55% in size
Target sequence (P10636 561-689 P618L limits assumed): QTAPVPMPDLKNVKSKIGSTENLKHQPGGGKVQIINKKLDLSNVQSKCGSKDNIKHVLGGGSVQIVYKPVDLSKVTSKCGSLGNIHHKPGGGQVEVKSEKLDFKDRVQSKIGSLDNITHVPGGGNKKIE
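Fibril formation assay: tau K18 P301L at 15 uM with trace Alexa 594 label, heparin inducer 20 uM, pH 7 sodium acetate buffer, 37 C for 6 hr; endpoint ThT signal.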
TRb-SRC2 inh = qHTS for Inhibitors of the Interaction of Thyroid Hormone Receptor and Steroid Receptor Coregulator 2. Thyroid hormone receptor beta (Homo sapiens), P10828. TRbeta-SRC2 peptide binding, fluorescence polarization; receptor liganded with 1 µM T3. Potency, µM (top dose mostly 106 µM), without a hit: at the top dose activity change, negative = inhibition, hits mostly inhibitors. 280,000 compounds, 0.065% hits. AID 1469, 2008;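 note: plate controls were bound peptide for no effect and peptide without receptor for full effect; nearly all actives have a fitted effect of over 50% in size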
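Assay buffer: 20 mM Tris-HCl, 100 mM NaCl, 10% glycerol, 1 mM EDTA, 0.01% NP-40, 1 mM DTT, 1 uM T3, 5% DMSO; TRb LBD 0.6 uM, Texas Red SRC2 20 nM; FP after 5 hr.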
aGal spleen mod = qHTS Assay for Inhibitors and Activators of Human alpha-Galactosidase From Spleen Homogenate; human spleen homogenate, 4MU-alpha-Gal fluorescence, 40 min; Potency, µM (doses to about 80 µM), inactives show at the highest dose activity change, negative = inhibition, actives largely listed as inhibitors; 240,000 compounds, 0.008% hits; AID 2107, 2009;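 note: 0% = enzyme with vehicle and -100% = no enzyme basal signal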
Target sequence (P06280 32-429 limits assumed): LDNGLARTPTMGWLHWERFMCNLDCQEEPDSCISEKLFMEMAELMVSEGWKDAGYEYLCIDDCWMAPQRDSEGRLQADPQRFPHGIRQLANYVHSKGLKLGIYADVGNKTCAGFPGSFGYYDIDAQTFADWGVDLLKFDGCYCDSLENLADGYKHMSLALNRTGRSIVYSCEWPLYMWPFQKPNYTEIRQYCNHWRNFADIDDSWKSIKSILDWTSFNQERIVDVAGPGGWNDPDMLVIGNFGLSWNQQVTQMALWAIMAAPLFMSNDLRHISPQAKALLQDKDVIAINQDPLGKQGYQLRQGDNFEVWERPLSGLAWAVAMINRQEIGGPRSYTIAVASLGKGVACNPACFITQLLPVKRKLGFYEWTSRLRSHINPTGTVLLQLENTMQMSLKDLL
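Fluorogenic readout (Ex 365/Em 440 nm) of 4-methylumbelliferone released from 1 mM 4-MU-alpha-galactoside by spleen homogenate, 40 min at 37C, pH 5.0. Data normalized to no-enzyme and enzyme controls; Hill-equation AC50 from compound titrations.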
TR SRC2 fluor cs = Total Fluorescence Counterscreen for Inhibitors of the Interaction of Thyroid Hormone Receptor and Steroid Receptor Coregulator 2 | TRb/SRC2 Texas Red total fluorescence interference | 280,000 compounds, 0.29% hits | Potency, µM (series often up to 106 µM), for inactives: at the highest dose fluorescence change, negative = quenching; active = well fitted curve in either direction with a large enough effect; inconclusive = small, poorly fitted or top-dose-only effect
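Human TRβ ligand-binding domain (0.6 uM) and Texas Red SRC2 peptide (20 nM) in Tris buffer with 1 uM T3 and 5% DMSO were incubated with pinned compound for 5 hr at ambient temperature. Total fluorescence was computed as S + 2P (555/632 nm).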
Tau fibril FP = qHTS for Inhibitors of Tau Fibril Formation, Fluorescence Polarization. Microtubule-associated protein tau (Homo sapiens), P10636. K18 P301L tau heparin fibrillization, Alexa594 FP, 6 h. Potency, µM (doses to about 57.7 µM), without a hit: top-dose activity, negative = inhibition, actives largely listed as inhibitors. 280,000 compounds, 0.39% hits; note: nearly all actives have a fitted effect of over 55% in size
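K18 P301L tau (15 uM unlabeled/0.24 uM Alexa 594-labeled, final) + compound + heparin 20 uM final; 100 mM NaOAc pH 7; 6 hr 37 C; ThT 30 uM final added, 1 hr RT; FP ex 555/em 632 nm.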
Starred values were filed as active, the others as inactive; u = inconclusive; x = no result given; [ ] = remark or other dose. Unless noted, calls come from the whole dose curve; as a rule, active = well fitted curve in the direction sought with a large enough effect; inconclusive = small, poorly fitted or top-dose-only effect, or another doubt; inactive = no such curve, though single readings can be large; an effect the other way counts as inactive or inconclusive. Unless noted, % is set by controls: 0 for no effect and ±100 for the full control effect; potency is the fitted concentration of half-maximal effect.

SMILES | ALDH1A1 block | Tau fluor counter | L3MBTL1 block | Tau ThT inhib | TRb-SRC2 inh | aGal spleen mod | TR SRC2 fluor cs | Tau fibril FP
O=C(c1ccco1)N1CCN(Cc2cccc([N+](=O)[O-])c2)CC1 | u | 0% | -3% | -6% | -3% | 8% | 0% | 4%
CC1CC(C)CN(C(=O)Nc2ccccc2F)C1 (stereo unspecified) | x | -8% | 3% | -4% | 10% | -10% | -3% | 10%
Cc1occc1C(=O)NCc1ccco1 | 1% | 4% | -14% | -4% | -1% | 0% | -2% | -3%
CC(=O)c1cc(NC(=O)c2cccc(C(F)(F)F)c2)c(=O)oc1C | 3.5µM* | -28% | x | 25µM* | -7% | 12% | 0% | 35µM*
COc1ccc(C2=NOC(CN3C(=O)c4ccccc4S3(=O)=O)C2)cc1 (stereo unspecified) | u | -14% | -3% | -18% | 9% | -3% | 2% | -3%
COc1ccc(-c2nnc(SCC(=O)c3cccs3)o2)c(OC)c1 | u | -16% | -5% | u | 2% | 0% | -1% | -9%
COCCNC(=O)c1sc2ncccc2c1-n1c(C)ccc1C | x | -1% | x | 1% | 4% | x | -4% | -4%
O=C(Nc1cccc(Cl)c1)N1Cc2ccccc2Oc2ncccc21 | x | -8% | x | 3% | 4% | x | -3% | -7%
Cc1ccc(-c2nn(CC(=O)NCc3ccccc3)c3c2cnc2ccc(F)cc23)cc1C | x | -3% | x | -9% | 1% | x | -4% | -9%
COc1ccc2[nH]c3c(c2c1)CCn1c-3nc2ccccc2c1=O | u | -15% | x | u | 4% | 26% | -2% | 8%
COC(=O)c1cc(NC(=O)c2ccc(-c3ccccc3)cc2)ccc1Cl | 1% | u | 5% | u | -3% | 3% | 0% | -13%
CN(C(=O)C1CCCO1)c1nnc(-c2ccncc2)s1 (stereo unspecified) | 32%[activator] | 2% | -2% | -2% | -14% | -9% | -2% | 6%
[O-][n+]1onc2c1CCc1c-2nn(-c2ccccc2Cl)[n+]1[O-] | u | -9% | 43%[activator] | -8% | -13% | 4% | 1% | -8%
Cc1cc(O)c(C(C)C)cc1C1(c2cc(C(C)C)c(O)cc2C)OC(=O)c2ccccc21 | 8%[13.5 µM] | u | 4% | u | 2% | -20% | 0% | u
COc1cccc(/C(O)=C/c2nc3ccc(C(=O)NCCc4cccc(C)c4)cc3[nH]c2=O)c1 | u | -29% | -9% | u | 6% | 4% | -15% | -2%
CN1CCN(C2Cc3ccccc3Sc3ccc(S)cc32)CC1 (stereo unspecified) | -7% | -17% | x | u | -2% | -7% | 4% | 2%
CCCCOC(=O)c1ccc(NC(=O)c2ccc3c(c2)CCN3S(C)(=O)=O)cc1 | x | u | x | -4% | -7% | x | -3% | u
CCc1ccc(O)c(-c2cc(C(=O)Nc3cccnc3)[nH]n2)c1 | x | u | x | x | -1% | 0% | -2% | -9%
COc1ccc(OC)c(NC(=O)CSc2nnc(C3CCCCC3)o2)c1 | 6% | -8% | 0% | -6% | -4% | 6% | 0% | -4%
NC(=O)c1cc(S(=O)(=O)NCC2CCC(C(=O)Nc3cccc(Cl)c3)CC2)cs1 (stereo unspecified) | x | -4% | x | 10% | 5% | x | -2% | -15%
COc1ccc(C2=Nc3ccc(Br)cc3C(c3ccccc3)N2CC(=O)NN)cc1 (stereo unspecified) | -1% | -5% | -2% | -11% | -9% | 3% | 1% | 8%
COc1ccccc1C1C=C(c2ccc(F)cc2)Nc2nc(-c3ccc(Cl)cc3)nn21 (stereo unspecified) | x | -18% | x | -10% | 11% | x | -1% | u
Cc1ccc(C)c(CN2CCCN(Cc3ccccc3C)S2(=O)=O)c1 | x | -14% | x | -4% | -8% | x | 0% | -11%
CCOC(=O)c1sc(NC(=O)CSc2ncccn2)c(C#N)c1C | 28µM* | -1% | x | -2% | 11% | 6% | 3% | -6%
Cc1cccc(NC(=O)C(c2ccccc2)N2Cc3ccccc3C2=O)c1C (stereo unspecified) | x | -9% | x | -5% | -1% | x | 3% | 3%

The listing continues:
SMILES | ALDH1A1 block | Tau fluor counter | L3MBTL1 block | Tau ThT inhib | TRb-SRC2 inh | aGal spleen mod | TR SRC2 fluor cs | Tau fibril FP
CN1CCC(N(C)C(=S)NC(=O)C23CC4CC(CC(C4)C2)C3)CC1 | u | -10% | 0% | -14% | 4% | 0% | -1% | -6%
O=C(Cc1cccc(Cl)c1)Nc1ccc(Br)cc1 | u | -23% | 13% | 12% | -5% | -14% | -1% | 15%
CCS(=O)(=O)N1CCC(c2nc(-c3ccc(C(F)(F)F)cc3)no2)CC1 | 1% | -2% | -1% | -2% | -12% | 5% | 0% | 10%
Cc1cc(C)n(CCNc2nc3nonc3nc2N2CCCCC2)n1 | -5% | -2% | 6% | -3% | 0% | -2% | -1% | -2%
CC(=O)C1CCC2C3CCC4=CC(=O)CC[C@]4(C)[C@@]3(F)C(O)C[C@]12C (stereo partly specified) | -5% | -9% | 1% | -7% | -4% | 5% | 0% | 0%
O=S(=O)(NCc1csc(-c2cccs2)n1)c1cccc(C(F)(F)F)c1 | x | u | 5% | -14% | -4% | 6% | -2% | -12%
C/C(CC(=O)NCCCN1CCOCC1)=N\NC(=O)COc1ccc(C)cc1 | 4% | -3% | 3% | -17% | 4% | 1% | -20% | 3%
C/C(=N\NC(=O)c1ccc(Cl)cc1)c1cccs1 | 2% | -1% | -2% | -17% | 0% | 2% | -5% | 3%
c1coc(CN2CNc3nc4ccccc4n3C2)c1 | x | -2% | -4% | -3% | 4% | 2% | -1% | -2%
Cc1cc(SCC(=O)NCCN2C(=O)CSC2=O)nc2c(C)cccc12 | -8% | 3% | 24% | 10% | -6% | -3% | 0% | 0%
COc1ccc2c(CC(=O)NCC3CCC(C(=O)O)CC3)cc(=O)oc2c1 (stereo unspecified) | u | -9% | 2% | -5% | 6% | 2% | 1% | -6%
CCCCN(CC)C(=O)CSc1nc2n[nH]c(C)c2c(=N)n1-c1cccc(Cl)c1 | x | -3% | x | -11% | 3% | x | -26% | 10%
CC1(C)CC(=O)C=C(Nc2ccccc2)C1 | x | -11% | 6% | -8% | -1% | 2% | 0% | -5%
O=C(NCCc1ccc(Cl)cc1)c1ccc(CSCc2cccc(Cl)c2)o1 | x | -18% | x | -18% | 0% | x | 0% | -5%
CCN(CC)c1ccc(-n2nc3cc(C)c(NC(=O)c4ccccc4F)cc3n2)cc1 | x | u | x | u | 4% | x | 2% | 10%
COc1cc(NC(=S)NCCc2ccccc2)c(OC)cc1NC(=O)CC(C)C | -8% | u | x | u | 1% | 3% | -2% | 13%
C#Cc1ccc(C(=O)Nc2cc(C(N)=O)ccc2N2CCOCC2)cc1 | u | -4% | -23% | -6% | -2% | 13% | -3% | 9%
CCC(=O)Nc1ccc(-c2nnc(-c3ccccc3)o2)cc1 | 2% | -4% | 4% | 1% | 7% | 1% | -2% | -5%
CCOc1cc(C(=O)N2CCC(c3ccncc3)CC2)cc(OCC)c1OCC | x | -6% | x | -5% | -3% | x | -28% | 3%
CCOC(=O)c1ccc(N2CC(O)=C(c3nc4ccccc4c(=O)[nH]3)C2=N)cc1 | u | -10% | x | u | 4% | 8% | -1% | 3%
C=CCOc1ccc(/C=N/n2cncn2)cc1OC | 6% | 1% | 2% | -2% | -11% | 28% | -2% | 4%
COc1ccc(C(=O)N(c2ccc(OC)cc2)S(=O)(=O)c2cccs2)cc1 | 5µM* | -13% | 8% | 14% | 6%[53 µM] | -9% | -2%[53 µM] | -2%

A few values from above:
Tau ThT inhib result of c1coc(CN2CNc3nc4ccccc4n3C2)c1 = -3%
TRb-SRC2 inh result of O=C(NCCc1ccc(Cl)cc1)c1ccc(CSCc2cccc(Cl)c2)o1 = 0%

10 of these compounds, set out differently.
| canonical_smiles | ALDH1A1 block | Tau fluor counter | L3MBTL1 block | Tau ThT inhib | TRb-SRC2 inh | aGal spleen mod | TR SRC2 fluor cs | Tau fibril FP |
| --- | --- | --- | --- | --- | --- | --- | --- | --- |
| CN1CCC(N(C)C(=S)NC(=O)C23CC4CC(CC(C4)C2)C3)CC1 | u | -10% | 0% | -14% | 4% | 0% | -1% | -6% |
| O=C(Cc1cccc(Cl)c1)Nc1ccc(Br)cc1 | u | -23% | 13% | 12% | -5% | -14% | -1% | 15% |
| CCS(=O)(=O)N1CCC(c2nc(-c3ccc(C(F)(F)F)cc3)no2)CC1 | 1% | -2% | -1% | -2% | -12% | 5% | 0% | 10% |
| Cc1cc(C)n(CCNc2nc3nonc3nc2N2CCCCC2)n1 | -5% | -2% | 6% | -3% | 0% | -2% | -1% | -2% |
| CC(=O)C1CCC2C3CCC4=CC(=O)CC[C@]4(C)[C@@]3(F)C(O)C[C@]12C (stereo partly specified) | -5% | -9% | 1% | -7% | -4% | 5% | 0% | 0% |
| O=S(=O)(NCc1csc(-c2cccs2)n1)c1cccc(C(F)(F)F)c1 | x | u | 5% | -14% | -4% | 6% | -2% | -12% |
| C/C(CC(=O)NCCCN1CCOCC1)=N\NC(=O)COc1ccc(C)cc1 | 4% | -3% | 3% | -17% | 4% | 1% | -20% | 3% |
| C/C(=N\NC(=O)c1ccc(Cl)cc1)c1cccs1 | 2% | -1% | -2% | -17% | 0% | 2% | -5% | 3% |
| c1coc(CN2CNc3nc4ccccc4n3C2)c1 | x | -2% | -4% | -3% | 4% | 2% | -1% | -2% |
| Cc1cc(SCC(=O)NCCN2C(=O)CSC2=O)nc2c(C)cccc12 | -8% | 3% | 24% | 10% | -6% | -3% | 0% | 0% |
